Statin myotox sup: suppression of simvastatin myotoxicity | rescue of ATP level, % at 7.49 µM | 330,000 compounds, 0.78% hits | C2C12 myotubes + simvastatin, ATP luminescence, 48 h; scaled: DMSO 0, geranylgeraniol control 100 | AID 602340;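 active = mean ATP rescue above about 67%, or every replicate alone reaching that limit, limit read from the data, passing the limit was not always enough; inconclusive = no clear call, values can overlap the other calls; inactive = mean under the limit and some replicate under it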;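 note: myotubes were challenged with 10 µM simvastatin during compound exposure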
LGR2 antag: blocks bursicon-induced cAMP signaling via Drosophila LGR2 | HEK293 LGR2, CRE-luciferase, bursicon-stimulated, 4 h | inhibition, % at 9.99 µM | 380,000 compounds, 0.35% hits;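 active = drop in luminescence signal, shown as inhibition above about 50% in the replicate tests, limit read from the data, passing the limit was not always enough; inconclusive = probably only some replicates passing the limit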;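 note: agonist challenge used bursicon conditioned medium at about half maximal strength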
INS-1E GSIS act: GLuc luminescence reporter in INS-1E cells, primary screen for activators of glucose-dependent secretion of insulin. INS-1E GLuc reporter insulin secretion, 2-3 h. activation, % at 16.6 µM. AID 743287. 370,000 compounds, 0.61% hits;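 active = lowest replicate activation of at least 40%, so every replicate reaches that level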;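 note: 0% = median of neutral control wells and 100% = median of IBMX positive control wells; some compounds called inactive have numbers as strong as hits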
Cneo AK release: causes C. neoformans cell lysis. adenylate kinase release luminescence, 4 h; normalised: neutral wells 0, clomiphene wells 100. 360,000 compounds, 0.2% hits. AID 651654. lysis activity, % at 15 µM;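 active = mean lysis activity across replicates of at least 80%, whatever share of replicates individually reach that level; inactive = mean lysis activity below 80%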
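Test system: log-phase Cryptococcus neoformans yeast cells; Quantity: yeast cell density of 5 × 10^6 cells/mL; Buffer or medium: YPD; Doses: single compound concentration per well; Timing: 4 h at 37 °C static, read 1 h later; Measured by: AK luminescence; Read-out basis: lysis from increased AK signal; Control set: Clomiphene as positive control.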
PGC1a acetyl inh: modulators of PGC1a acetylation; 350,000 compounds, 0.17% hits; U2OS PGC1a acetylation, AlphaScreen anti-acetyl-lysine; with virally co-expressed GCN5 acetyltransferase; inhibition, % at 15.6 µM;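 active = every replicate shows inhibition of at least 40%; inconclusive = mean inhibition at least 40% but some replicate below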;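 note: 0% = neutral control wells and 100% = positive control wells; some results beyond the cut were filed as inactive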
PAX8 reporter: PAX8 transcriptional activity inhibition | RMG-I TPO-luciferase reporter, SteadyGlo, 24 h | inhibition, % at 12.6 µM | 360,000 compounds, 1.2% hits | AID 652154;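 active = mean replicate inhibition at least 60% with every replicate also reaching 60%; inconclusive = only one of the two criteria is met; inactive = mean below 60% and not all replicates reaching 60%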;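 note: luciferase light reporting Pax8 driven TPO promoter activity; plate controls were median of neutral control wells for no effect and mitoxantrone controls for full effect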
PglD inh: inhibitors of Campylobacter jejuni PglD acetyltransferase | purified PglD enzyme, DTNB colorimetric CoA detection | inhibition, % at 12.5 µM | 360,000 compounds, 0.098% hits | AID 602405; in the data active = inhibition above about 16%, passing the limit was not always enough; inconclusive = no clear call, values can overlap the other calls; note: strong numbers were not always called active
ARNT TACC3 PPI: ARNT/TACC3 interaction disruption; 390,000 compounds, 0.66% hits; AlphaScreen His-ARNT PAS-B/GST-TACC3 binding, luminescence; TACC3 fragment carries E629A point mutation; inhibition, % at 9.99 µM; Q9Y6A5;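 active = mean inhibition of replicates at least 50% and at least half of replicates each reaching 50%; inconclusive = half or more replicates reach 50% but mean below 50%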;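 note: 0% = complete ARNT plus TACC3 wells and 100% = ARNT alone without TACC3; many hits fall short of the cut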
* marks the source's active call; other numbers are inactive results; ? = inconclusive; . = no result given.

SMILES	Statin myotox sup	LGR2 antag	INS-1E GSIS act	Cneo AK release	PGC1a acetyl inh	PAX8 reporter	PglD inh	ARNT TACC3 PPI
C[C@@H]1CN([C@H](C)CO)S(=O)(=O)c2ccc(C3=CCCCC3)cc2O[C@@H]1CN(C)CC1CC1	-29	19	-2	.	-17	.	.	.
COC(C(=O)N/N=C(\C)CC(=O)Nc1ccc(Cl)cc1C)c1ccccc1 (stereo unspecified)	.	-19	-8	.	.	-9	.	-7
C/C(=N\NC(=O)C(N)=O)c1ccc(OC(F)F)cc1	-1	2	1	.	-6	13	.	-2
COC(=O)c1ccc(NC(=O)Nc2ccc(C)cc2)cc1	.	.	.	-5	-1	.	-1	-5
CC1CCCN(C(=O)COC(=O)c2cccc(NS(=O)(=O)c3ccccc3)c2)C1 (stereo unspecified)	9	-5	-29	1	.	-6	2	0
CC(C)(C)C(=O)Nc1nnc(Cc2ccccc2)s1	6	-1	1	1	-5	.	7	12
C[C@H]1CN([C@@H](C)CO)C(=O)c2cc(-c3ccc(F)cc3)cnc2O[C@H]1CN(C)CC1CCOCC1	-11	-8	7	-2	-2	-25	1	-1
Cc1cccc(C(=O)Nc2cccc(S(=O)(=O)NCc3ccco3)c2)c1	1	8	-26	3	4	3	8	-8
C[C@@H]1CN([C@H](C)CO)C(=O)c2cc(NC(=O)Nc3ccc(C(F)(F)F)cc3)ccc2O[C@@H](C)CCCCO[C@H]1CN(C)Cc1ccccc1	.	9	-20	2	-27	113*	0	4
CO[C@H]1CN(C)C(=O)c2ccc(NS(C)(=O)=O)cc2OC[C@@H](C)N(C)C[C@H]1C	3	-10	0	7	-3	.	6	-1
CN(CC(=O)Nc1ccccc1Cl)C(=O)COC(=O)/C=C/c1cccc(C(F)(F)F)c1	11	10	.	-1	-5	2	-1	.
CC(Oc1ccc(F)cc1)C(=O)Nc1cc(S(=O)(=O)N2CCCCC2)ccc1N1CCOCC1 (stereo unspecified)	19	22	15	.	.	-7	.	1
O=C(COc1ccc(Cl)cc1)NC1CCSC1=O (stereo unspecified)	12	.	.	7	-4	.	-1	-12
C[C@@H]1CN([C@H](C)CO)C(=O)Cc2cc(NC(=O)NC3CCCCC3)ccc2O[C@@H]1CN(C)S(=O)(=O)c1ccccc1	-8	5	-10	-1	-2	4	1	0
C[C@@H]1CN([C@H](C)CO)C(=O)c2cc(-c3ccccc3)cnc2O[C@H]1CN(C)Cc1ccc(C(=O)O)cc1	-4	15	18	1	2	.	0	-1
CN(Cc1c(C(=O)N/N=C/c2ccc(O)cc2)nnn1-c1nonc1N)c1ccccc1	-2	-1	-10	-1	-5	4	-5	0
CN1CCN(c2ccc(S(=O)(=O)N3CCCCC3)cc2NC(=O)Cc2c(F)cccc2Cl)CC1	-47	-14	-15	1	1	12	-1	2
CCc1ccc(-c2nc(CN3CCC(C(=O)NCc4ccccc4OC)CC3)c(C)o2)cc1	-13	.	.	-5	.	31	2	-1
CNC[C@@H]1Oc2cc(C#CCOC)ccc2S(=O)(=O)N([C@H](C)CO)C[C@H]1C	1	-21	-7	.	9	-26	.	.
Cc1csc(NC(=O)CSc2nc3[nH]c(=O)cc(O)c3s2)n1	175*	7	-11	-2	-8	31	0	-2
CC12CCC3C(=CCc4cc(O)ccc43)C1CC(=NO)C2O (stereo unspecified)	-17	10	-1	.	.	21	.	3
c1ccc(CN2CN=C(Nc3nc4ccccc4s3)NC2)cc1	-5	.	.	1	3	.	-4	-7
CCN1[C@@H]2Cn3c(ccc(-c4ccccc4F)c3=O)[C@H]1[C@@H](C(=O)N1CCCCC1)[C@@H]2CO	-9	9	8	-1	.	-1	6	-5
Cn1c(SCC(=O)O)nc2ccccc2c1=O	12	-21	1	1	10	.	1	-8
CN1CCN(c2nc3ccccc3nc2NS(=O)(=O)c2ccc(Br)cc2)CC1	8	0	-4	0	-15	4	-3	28
Cc1ccc(N(CC(=O)Nc2ccc(S(=O)(=O)N3CCOCC3)cc2)S(C)(=O)=O)cc1C	11	.	.	0	-7	4	-1	0
CCOC(=O)c1cc(C(=O)OCC)c(=O)[nH]c1C	.	16	10	.	.	3	.	-3
O=C1CC2(CCCCCC2)Oc2ccc(Cl)cc21	0	16	3	-1	-2	-7	6	2
Cc1ccc(C)n1-c1ncn[nH]1	3	.	.	-2	-2	-4	-5	-2
COC(=O)c1ccc(OC(=O)CCc2cc(OC)c(OC)c(OC)c2)cc1	-2	-16	0	.	.	4	.	-24
N#C/C(=C(/O)c1ccc(Cl)cc1)c1nc2ccccc2[nH]1	-37	4	17	-17	.	-11	-1	-20
CC(C)c1cn(CC[C@@H]2CC[C@@H](NC(=O)C3CCCCC3)[C@H](CO)O2)nn1	-3	-29	-7	-1	-3	.	-1	-5
CC(C)CCNC(=O)C(=O)Nc1cc2c3c(c1)CCC(=O)N3CCC2	-46	0	6	-1	-8	-6	-2	-7
COc1ccc(NC(=O)CCCN2C(=O)CCC2=O)cc1Cl	7	-20	17	1	-4	.	13	-11
COCCCNC(=O)/C=C1\Sc2ccccc2N(Cc2ccccc2F)C1=O	.	-46	2	-16	-7	12	-5	-3
CCN(CC)S(=O)(=O)c1cccc(C(=O)NC(C(=O)Nc2nnc(C3CC3)s2)C(C)C)c1 (stereo unspecified)	-1	.	-3	2	7	.	5	-3
Cc1sc2ncnc(N3CCC(C(=O)Nc4cc(S(C)(=O)=O)ccc4Cl)CC3)c2c1C	-3	-3	11	2	.	7	3	6
O=C(Cn1cnc2cc([N+](=O)[O-])ccc2c1=O)Nc1ccc(Br)cc1	10	-3	1	1	7	-1	5	.
CN1C[C@@H]2[C@@H]3C(=O)N(Cc4ccccc4)C(=O)[C@@H]3[C@](Cc3ccccc3)(C1=O)N2C(=O)c1ccc(F)cc1	5	4	-25	7	.	11	3	11
C[C@@H]1CN([C@@H](C)CO)C(=O)Cc2cc(NS(=O)(=O)c3ccc(Cl)cc3)ccc2O[C@H]1CN(C)C(=O)Nc1ccc2c(c1)OCO2	13	-29	5	.	-36	20	.	.
C[C@H](CO)N1C[C@H](C)[C@H](CN(C)C(=O)[C@@H](Cc2ccccc2)N(C)C)OCc2ccccc2-c2ccccc2C1=O	1	-3	10	2	-4	-12	5	6
CS(=O)(=O)c1ccc(C(=O)NNC(=O)c2cc(-c3ccccc3)n[nH]2)cc1	7	-6	9	1	19	3	-1	-1
O=C(NCCN1CCOCC1)c1cc(-c2ccco2)on1	-24	.	.	-4	5	.	-1	10
CN(C)CCNC(=O)c1c(O)c2c([nH]c1=O)CCCC2	7	-1	-29	0	12	.	7	-1
NC(=O)N/N=C/c1c(F)cccc1F	-3	-5	15	.	.	-5	.	4
COc1cccc(NC(=O)N(C)C[C@@H]2Oc3cc(C#CC4(O)CCCC4)ccc3S(=O)(=O)N([C@@H](C)CO)C[C@@H]2C)c1	-88	-23	-20	-1	-1	23	-2	0
O=C(Nc1ccc(C(=O)N2CCCC2)cc1)c1ccc(F)cc1Cl	.	-3	3	-2	.	.	1	5
COc1ccc(S(=O)(=O)Oc2c(OC)cc(C(=S)N3CCOCC3)cc2OC)cc1	-9	4	9	-2	-2	3	3	5
O=C(CSc1nc2c([nH]c3ccccc32)c(=O)n1-c1ccccc1)NCC1CCCO1 (stereo unspecified)	.	-3	27	0	-2	24	1	-5
COC(=O)c1c(NS(=O)(=O)Cc2ccccc2)sc2c1CCCC2	-25	.	.	-4	-19	.	11	0
COc1ccc(CC(=O)Nc2cc(S(=O)(=O)N3CCCC3)ccc2Cl)c(OC)c1	-3	1	-11	-2	0	5	-5	5
O=C(C[C@@H]1C[C@H]2c3cc(NC(=O)C4CCC4)ccc3O[C@H]2[C@H](CO)O1)NCCN1CCCCC1	3	-5	10	3	6	-2	0	-1
CC(C(=O)Nc1ccc(S(=O)(=O)N2CCOCC2)cc1)N1C(=O)C2CC=CCC2C1=O (stereo unspecified)	.	17	-6	.	-5	-12	.	4
CN(Cc1ccc(C(F)(F)F)cc1)C(=O)[C@H]1O[C@@H](n2ccc(=O)[nH]c2=O)[C@H](O)[C@@H]1O	1	1	4	0	-4	-2	4	.
COCCCNc1nc2nonc2nc1N1C[C@H]2CC[C@H]1C2	5	5	33	.	-8	15	.	-9
CCn1nc(NC(=O)c2ccco2)c2cc3ccccc3nc21	-6	-12	44*	-2	11	.	0	-8
CCOc1ccc(Oc2ccc(NC(=O)[C@@H](NC(N)=O)[C@@H](C)CC)cc2)cc1	.	8	14	0	-16	23	-3	-1
O=C1NC(c2ccccc2)=C(c2nc3ccccc3s2)C(c2ccc(O)cc2)N1 (stereo unspecified)	?	.	.	-7	1	.	4	-10
CCSc1nnc(-c2ccc(Cl)cc2)c2ccccc12	-14	.	.	0	4	-23	6	-5
COCCCNc1oc(COc2ccc(Cl)cc2Cl)nc1C#N	14	.	.	0	-32	.	-1	-11
(cont.)
SMILES	Statin myotox sup	LGR2 antag	INS-1E GSIS act	Cneo AK release	PGC1a acetyl inh	PAX8 reporter	PglD inh	ARNT TACC3 PPI
O=C1C2C3CC(C(Br)C3Br)C2C(=O)N1c1nccs1 (stereo unspecified)	.	22	2	0	1	-9	-4	.
O=C1CSC(c2ccccn2)N1c1cccc(Cl)c1 (stereo unspecified)	.	.	6	0	-10	19	-2	-4
O=S(=O)(N[C@@H]1CC[C@H](CCn2cc(C3CC3)nn2)O[C@H]1CO)c1ccc(F)cc1	5	12	-7	36	-6	5	1	-17
COC(=O)C(NC(=O)c1ccc(C)cc1)(Nc1cccc(C)n1)C(F)(F)F (stereo unspecified)	-9	.	17	-1	-2	-13	3	-9
CCc1cc2c(COC(=O)c3c(C)noc3C)cc(=O)oc2cc1O	1	0	.	-2	-8	-12	-6	-4
COc1ccc(-c2cc(C(=O)N/N=C/c3ccc(OC)c(COCC(F)(F)C(F)F)c3)c3ccccc3n2)c(OC)c1	.	.	.	-1	-9	17	-3	2
O=C(NC[C@H]1[C@H](c2ccccc2)[C@H](CO)N1C(=O)C1CC1)NC1CCCC1	2	-11	16	-3	-12	-1	8	-3
Cc1ccc2c(c1)C(=O)N1[C@H]3c4cc(C)ccc4OC[C@@H]3[C@H](c3ccccc3)[C@]1(C)C(=O)N2	8	5	-27	3	.	26	-1	2
CCn1c(NCc2cc(OC)ccc2OC)nc2ccccc21	1	.	30	-11	2	-29	-7	-5
O=C(CSc1nnc(-c2ccc(S(=O)(=O)N3CCCC3)cc2)o1)NCc1ccccc1	-8	.	.	0	4	18	-5	2
CCC(=O)Nc1ccc2c(c1)C(=O)N(C)[C@H]1CC[C@@H](CC(=O)NCC3CC3)O[C@H]1CO2	-9	-8	3	-1	-1	-10	1	-3
Oc1c(Cl)cc(Cl)cc1/C=N/c1nccs1	15	-21	-3	5	-6	.	3	14
COc1ccccc1NC(=O)NCCN1CCN(C(=O)Nc2ccccc2OC)CC1	-3	27	4	.	.	13	.	-6
COc1ccc(CC(=O)OCC(=O)N2CCCc3ccccc32)cc1	15	-39	9	-4	7	-5	5	-5
O=C(O)/C=C/C(=O)Nc1ccccc1C(=O)Nc1ccccc1	.	.	.	-2	19	-13	0	-4

Screens as filed in PubChem.
